Assay outcomes from PubChem.
RORg inh – qHTS for inhibitors of ROR gamma transcriptional activity; Potency, µM (top dose mostly 53.6 µM), inactives show at the highest dose activity change, negative = inhibition, hits mostly inhibitors; Nuclear receptor ROR-gamma (Mus musculus), P51450; hit rate 5.4% among 310,000; Drosophila S2 Gal4-RORgamma UAS-luciferase reporter, 20 h; further: potency means the concentration at half of the fitted maximal effect; on the % scale 0 is the no-effect control and ±100 the full control effect; nearly all actives have a fitted effect of over 60% in size
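ROR gamma transcriptional activity was tracked as Gal4-UAS luciferase output in stably transfected Drosophila Schneider cells, with compound added 1 hr before 700 uM copper sulfate induction and a 20 hr ambient-temperature incubation.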
Rab9 promoter act – qHTS Assay for Rab9 Promoter Activators. AID 485297, 2010. Potency, µM (doses to about 9.22 µM), for inactives: at the highest dose activation, negative = inhibition, hits mostly activators. hit rate 2.8% among 320,000. Huh7 Rab9 promoter-luciferase reporter, luminescence, 24 h; further: potency means the concentration at half of the fitted maximal effect; % of control where 0% means no effect; nearly all actives have a fitted effect of over 60% in size
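Huh7 cells stably carrying a Rab9 promoter-luciferase reporter, 1500 cells per well in OP-MEM I with 10% FBS, treated with compound 24 hours at 37C. Luciferase activity read by luminescence after 10 minutes with Amplite reagent.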
TRPV1 ag – HTS Assay for Compounds that Act as Agonists of the Vanilloid Receptor 1; Transient receptor potential cation channel subfamily V member 1 (Homo sapiens), Q8NER1; TRPV1-expressing cells, Fluo-8 calcium influx, agonist mode; activation, % at 8.33 µM; hit rate 0.19% among 320,000; AID 540275, 2011; in the data active means activation above about 80%; inconclusive means between about 30% and that limit; further: 0% is about no effect
Target sequence (Q8NER1 whole entry, looked up): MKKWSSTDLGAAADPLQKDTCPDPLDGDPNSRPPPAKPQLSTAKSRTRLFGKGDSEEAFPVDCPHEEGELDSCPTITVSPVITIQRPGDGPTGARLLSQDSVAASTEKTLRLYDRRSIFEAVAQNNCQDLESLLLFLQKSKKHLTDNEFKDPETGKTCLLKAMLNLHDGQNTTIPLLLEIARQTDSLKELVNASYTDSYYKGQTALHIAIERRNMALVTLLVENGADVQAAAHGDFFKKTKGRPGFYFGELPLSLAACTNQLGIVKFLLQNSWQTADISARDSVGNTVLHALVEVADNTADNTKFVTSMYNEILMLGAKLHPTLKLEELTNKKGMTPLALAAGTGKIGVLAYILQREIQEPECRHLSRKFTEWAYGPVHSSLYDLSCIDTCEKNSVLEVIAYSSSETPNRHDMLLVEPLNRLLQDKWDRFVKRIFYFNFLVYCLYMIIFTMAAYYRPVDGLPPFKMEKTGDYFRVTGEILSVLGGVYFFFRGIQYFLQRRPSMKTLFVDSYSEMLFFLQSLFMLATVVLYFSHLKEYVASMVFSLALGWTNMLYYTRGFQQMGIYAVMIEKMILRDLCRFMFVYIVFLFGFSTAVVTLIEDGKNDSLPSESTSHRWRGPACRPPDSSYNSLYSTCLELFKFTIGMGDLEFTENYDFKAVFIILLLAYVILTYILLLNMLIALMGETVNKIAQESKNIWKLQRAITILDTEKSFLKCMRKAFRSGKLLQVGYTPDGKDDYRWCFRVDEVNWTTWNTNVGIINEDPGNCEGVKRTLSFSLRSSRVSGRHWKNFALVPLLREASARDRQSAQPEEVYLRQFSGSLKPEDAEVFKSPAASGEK
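Cells expressing TRPV1 were dye-loaded with Fluo-8 and read kinetically: 10 s baseline, 3 min after compound (agonist portion), then 2 min after EC20 capsaicin (allosteric enhancer portion). Calcium-bound dye fluorescence at 480/520 nm.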
ELG1 genotoxic – qHTS screen for small molecules that induce genotoxicity in human embryonic kidney (HEK293T) cells expressing luciferase-tagged ELG1; HEK293T ELG1-luciferase reporter, luminescence, 16 h; Potency, µM (top dose mostly 46 µM), inactives show at the highest dose activity change, positive = activation, hits mostly activators; hit rate 1.3% among 330,000; further: potency means the concentration at half of the fitted maximal effect; % of control where 0% means no effect; nearly all actives have a fitted effect of over 60% in size
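Genotoxicity was scored as increased ELG1-luciferase reporter signal, measured by ONE-Glo luminescence (30 min, room temperature). Compound or vehicle exposure of the HEK293T reporter cells lasted 16 hr at 37°C.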
BRCA1 expr up – qHTS Assay to Identify Small Molecule Activators of BRCA1 Expression; MCF7-BRCA1-FFLuc reporter, luminescence, 48 h; response scale: scaled: vehicle 0%, 10 µM genistein 100%; hit rate 1.1% among 380,000; Potency, µM (doses to about 46.1 µM), for the others: at the top dose activation, actives largely listed as activators; further: potency means the concentration at half of the fitted maximal effect; nearly all actives have a fitted effect of over 80% in size; some results filed as inactive show a strong effect at the top dose
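Luminescence from a BRCA1-driven firefly luciferase in MCF7 cells was the read-out, taken 15 min after substrate addition following 48 h compound exposure at 37 °C. Data were normalized to a 10 microM genistein control and DMSO vehicle.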
p53 reactivator – qHTS assay for re-activators of p53 using a Luc reporter; H1299 p53-A138V BP100-luciferase reporter, luminescence, 24 h; Potency, µM (series often up to 92.2 µM), for the others: top-dose activity change, positive = activation, usual class: activators; hit rate 0.063% among 320,000; AID 504706, 2011; further: potency means the concentration at half of the fitted maximal effect; % of control where 0% means no effect; nearly all actives have a fitted effect of over 45% in size
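p53-null H1299 cells stably carrying temperature-sensitive p53-A138V and a BP100-luciferase reporter were pinned with compounds (4-point, 1:5 series) and held 24 hrs at 37 deg C. Luminescence was read 10 min after detection reagent.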
Gal4-VP16 FLuc – VP16 counterscreen qHTS for inhibitors of ROR gamma transcriptional activity; hit rate 3.5% among 310,000; AID 2546, 2010; Potency, µM (doses to about 53.6 µM), inactives show top-dose activity, negative = inhibition, actives largely listed as inhibitors; Drosophila S2 Gal4-VP16 UAS-luciferase, luminescence, 20 h;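 further: Gal4-VP16 expression switched on by copper sulfate through the metallothionein promoter; potency means the concentration at half of the fitted maximal effect; on the % scale 0 is the no-effect control and ±100 the full control effect; nearly all actives have a fitted effect of over 50% in size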
Tb PFK inh – qHTS Assay to Find Inhibitors of T. brucei phosphofructokinase; T. brucei PFK, ADP-Glo luminescence; Potency, µM (highest dose often 57.5 µM), without a hit: at the top dose activity, negative = inhibition, usual class: inhibitors; AID 485367, 2010; ATP-dependent 6-phosphofructokinase (Trypanosoma brucei brucei), O15648; hit rate 0.17% among 330,000;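 further: potency means the concentration at half of the fitted maximal effect; 0% = uninhibited 1x PFK enzyme wells and -100% = no-enzyme wells; nearly all actives have a fitted effect of over 60% in size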
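In TEA buffer at pH 8.0 with 5 mM MgCl2, enzyme (1.25 nM) converted F6P (0.5 mM) and ATP (0.1 mM) for 45 min at room temperature. ADP product was read by luciferase luminescence.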
FLuc counter – qHTS profiling assay for firefly luciferase inhibitor/activator using purifed enzyme and Km concentrations of substrates (counterscreen for miR-21 project); Luciferin 4-monooxygenase (Photinus pyralis), P08659; purified FLuc, Km substrates, luminescence inhibition; Potency, µM (top dose mostly 57.5 µM), for inactives: top-dose activity change, negative = inhibition, hits mostly inhibitors; hit rate 6.9% among 360,000; AID 588342, 2011;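 further: potency means the concentration at half of the fitted maximal effect; plate controls were vehicle for no effect and reference inhibitor for full effect; nearly all actives have a fitted effect of over 55% in size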
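Biochemical qHTS of compounds, final roughly 60 µM downward over six points, against 10 nM purified firefly luciferase using Km concentrations of substrates (10 uM D-luciferin, 10 uM ATP) in Tris acetate pH 7.5 buffer; luminescence output.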
ELG1 repair inh – qHTS screen for small molecules that inhibit ELG1-dependent DNA repair in human embryonic kidney (HEK293T) cells expressing luciferase-tagged ELG1 | HEK293T ELG1-luciferase reporter, luminescence, 16 h; DNA damage induced by 5-fluorouridine | Potency, µM (titrated, usually from 46.1 µM), for inactives: top-dose activity change, negative = inhibition, most hits filed as inhibitors | AID 504467, 2011 | hit rate 2.3% among 330,000; further: potency means the concentration at half of the fitted maximal effect; on the % scale 0 is the no-effect control and ±100 the full control effect; nearly all actives have a fitted effect of over 55% in size
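Reporter activity after DNA damage by 5-fluorouridine is monitored. Compound-treated cells incubate 16 hr at 37 °C, then ONE-Glo is added for 30 min before luminescence reading.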
NPC1 prom act – qHTS Assay for NPC1 Promoter Activators; hit rate 2.4% among 320,000; Huh7 NPC1 promoter luciferase reporter, 24 h; Potency, µM (series often up to 9.22 µM), without a hit: top-dose activation, usual class: activators;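 further: potency means the concentration at half of the fitted maximal effect; % of control where 0% means no effect; nearly all actives have a fitted effect of over 60% in size; reporter is driven by a mutant NPC1 promoter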
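Huh7 cells stably carrying NPC1 promoter–luciferase, plated in Opti-MEM with 10% FBS for 2 h, were exposed to compound in DMSO for 24 h at 37 °C; luciferase reagent was added for 10 min and luminescence read.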
* marks the source's active call; other numbers are inactive results; ? = inconclusive; . = not tested or not shown; [ ] = remark or other dose. Unless noted, the call rests on the fitted dose curve; in most records, active means well fitted curve in the direction sought with a large enough effect; inconclusive means small, poorly fitted or top-dose-only effect, or another doubt; inactive means no such curve, though single readings can be large; an effect the other way counts as inactive or inconclusive.

item	Structure	RORg inh	Rab9 promoter act	TRPV1 ag	ELG1 genotoxic	BRCA1 expr up	p53 reactivator	Gal4-VP16 FLuc	Tb PFK inh	FLuc counter	ELG1 repair inh	NPC1 prom act
1	Cn1c(N)c(C#N)c(C#N)c1-c1ccccc1	-20%	2%	3	0%	9%	18%	-8%	3%	-1%	-16%	6%
2	CCOC(=O)CC1ON(C)C(=O)N1c1ccc([N+](=O)[O-])cc1 (centres undefined)	10%	1%	0	0%	-1%	2%	-5%	-5%	1%	3%	-3%
3	Cc1ccc(S(=O)(=O)N2CCN(C(=O)COC(=O)/C=C/c3ccccc3[N+](=O)[O-])CC2)c(C)c1	.	3%	1	-2%	2%	-6%	.	1%	6%	-11%	9%
4	O=c1/c(=C/c2ccco2)sc2nc(-c3ccccc3Br)nn12	-11%	5%	-2	4%	-27%	5%	7%	-20%	6.7µM*	0%	9%
5	Cc1cc(Nc2ccc(Cl)cc2)nc(NCc2ccccc2)n1	?	3%	?	-2%	-85%	-25%	?	-3%	-20%	-1%	2%
6	CCCCCC(=O)NC(=S)Nc1cccc(-c2nc3ncccc3o2)c1	-11%	-14%	-3	9%	0%	2%	4%	-2%	0%	?	-4%
7	O=[N+]([O-])c1ccccc1S(=O)(=O)N1CCN(Cc2ccc3c(c2)OCO3)CC1	-1%	-8%	-2	-3%	-4%	0%	1%	4%	-1%	-25%	0%
8	Cc1ccc(O)c(CCc2ccc(O)cc2)n1	33%	-4%	-3	2%	6%	-2%	-2%	-3%	-3%	?	-4%
9	CC(C)NC(=O)C12CC3CC(C1)CC(n1cnc(Cl)n1)(C3)C2	13%	2%	-3	-1%	-17%	-1%	-2%	3%	1%	-3%	0%
10	CCCN(CC1CC1)C(=S)NC(=O)c1ccccc1Br	.	-4%	28	-6%	-12%	-5%	.	-15%	-2%	-17%	-1%
11	O=C(NCCN1CCNC1=O)C1CCC(=O)N(CCc2ccccc2)C1 (centres undefined)	-28%	6%	-5	-4%	-20%	-4%	-20%	-9%	3%	1%	-3%
12	C[C@H](NC(=O)c1nc[nH]c1C(=O)NC(c1ccccc1)c1ccccc1)C(=O)OCc1ccccc1	?	-1%	1	0%	-7%	0%	35µM*	-11%	1%	-5%	-6%
13	CCN(CC)CC(=O)c1ccc(-c2ccccc2)cc1	?	-5%	0	-2%	-9%	20%	?	?	-16%	8%	3%
14	CN(C)C(=O)CCSc1nnc(-c2ccco2)o1	40%	22%	0	7%	17%	15%	5%	0%	-5%	?	7%
15	CN(CC(=O)Nc1ccc(Cl)c(C(F)(F)F)c1)C(=O)/C=C/c1ccco1	40%	-3%	-2	-1%	-45%	0%	1%	-2%	-2%	0%	-3%
16	CCOC(=O)CSc1nc2sc3c(c2c(=O)n1-c1ccc(OC)cc1)CCN(C)C3	1%	-4%	-2	0%	0%	3%	14%	0%	-1%	6%	1%
17	Cc1ccc(C)c(N2CCN(C(=O)C(Cc3ccccc3)n3cccc3)CC2)c1 (centres undefined)	8%	-5%	7	-2%	-31%	21%	-17%	-1%	0%	-16%	-2%
18	c1ccc(CN2CCN(c3ncccn3)CC2)cc1	-8%	-5%	6	-1%	12%	.	-9%	1%	2%	-6%	-4%
19	COC(=O)c1ccc2c(=O)n(Cc3ccc4c(c3)OCO4)c(=S)[nH]c2c1	2.5µM*	-3%	-2	11%	-2%	-2%	3.5µM*	0%	0%	26%	-9%
20	CCOc1ccc(N(C)S(=O)(=O)c2ccc3[nH]cc(C(=O)NCCOC)c(=O)c3c2)cc1	?	2%	6	-8%	-28%	-2%	?	-6%	-18%	?	-2%
21	CCOc1ccc(S(=O)(=O)N2CCOCC2)cc1NC(=O)Cc1c(F)cccc1Cl	.	-1%	?	3%	-17%	0%	.	-3%	-2%	-9%	-4%
22	CCS(=O)(=O)N1CCC(C(=O)NCc2ccc(OC)cc2OC)CC1	4%	-6%	1	9%	25%	-2%	10%	-2%	-2%	-8%	-1%
23	COc1cc(/C=N/NC(=S)Nc2cccc(C(=O)O)c2)cc(OC)c1OC	?	-1%	-1	2%	15%	15%	?	9%	24µM*	14%	1%
24	Fc1cccc(NC(=S)Nc2cccc3ccccc23)c1	29%	5%	0	-3%	-29%	-2%	-3%	-2%	-1%	?	-2%
25	CCCCCc1cc(=O)oc2c(C(CCN3CCCC3)c3ccc(N(C)C)cc3)c(OC)cc(OC)c12 (centres undefined)	?	-16%	3	-7%	-45%	5%	-17%	-1%	0%	15%	-6%
26	COCCCNc1c2c3c(cccc3[nH]c1=O)C(=O)c1ccccc1-2	5%	-7%	2	-2%	-51%	-1%	1%	0%	-5%	12µM*	-1%
27	Cn1c2ccccc2n2c(=O)cc(-c3ccccc3)c(C#N)c12	16%	28%	1	14%	45%	6%	?	-2%	?	?	25%
28	CCOC(=O)C1CCCN(c2c(NCCCN(C)c3ccccc3)c(=O)c2=O)C1 (centres undefined)	6%	1%	3	-5%	-23%	2%	1%	-1%	1%	6%	4%
29	CN(CC(=O)Nc1cccc(C#N)c1)Cc1ccc(Cl)cc1	-7%	0%	9	-1%	8%	-2%	11%	2%	4%	2%	0%
30	O=C1CC(C(=O)Nc2ccc(Br)cc2)S/C(=N\N=C\c2ccco2)N1 (centres undefined)	-6%	-3%	1	11%	-15%	-1%	-12%	1%	0%	4%	-4%
31	O=C1NC(=S)N(C(=O)c2ccc(F)cc2)/C1=C/c1ccccc1	13%	0%	12	3%	-69%	?	1%	0%	?	-1%	1%
32	COc1ccccc1CC(=O)N1CCN(c2ccccn2)CC1	?	-6%	0	-2%	-9%	0%	0%	-7%	-4%	?	-1%
33	CCOc1ccc(S(=O)(=O)N2CCCC(C(=O)NCc3ccco3)C2)cc1 (centres undefined)	20%	-6%	0	-6%	-5%	-26%	1%	0%	5%	4%	-1%
34	COCCN(CC1CCCN(C2Cc3ccccc3C2)C1)C(=O)CCC(F)(F)F (centres undefined)	4%	1%	0	0%	-6%	12%	-2%	1%	1%	1%	-2%
35	N#Cc1nc(COc2cccc(Cl)c2)oc1N1CCCC1	-15%	2%	15	0%	-21%	-6%	-1%	-3%	1%	4%	-2%
36	CCOc1ccccc1N/C=C(\C#N)c1nc2ccccc2n1C	11%	1%	0	13%	-93%	2%	-2%	-2%	-17%	6%	-7%
37	COc1ccc(C(=O)NNC(=O)OC(C)(C)C)cc1	7%	5%	-3	3%	0%	7%	12%	4%	1%	5%	0%
38	CC(C)CC(c1nnnn1Cc1ccc2c(c1)OCO2)N1CCC(C(N)=O)CC1 (centres undefined)	8%	-4%	4	-4%	-1%	1%	1%	-2%	4%	0%	-1%
39	Cc1noc(C)c1S(=O)(=O)N(C)C[C@H]1Oc2ccc(NC(=O)Cn3cnnn3)cc2C(=O)N([C@H](C)CO)C[C@@H]1C	.	.	.	1%	12%	4%	.	-1%	.	17%	.
40	O=c1c2c3c(sc2ncn1/N=C/c1ccccc1)CCCC3	?	22%	9	?	20µM*	17%	?	0%	11µM*	?	25%
41	CC(C)(C)c1ccc(C(=O)N2CCC(=O)N(C(COCc3ccccc3)Cc3ccccc3)CC2)cc1 (centres undefined)	22%	4%	-2	-6%	-64%	-5%	14µM*	-6%	0%	?	1%
42	CC(NC(=O)c1ccnn1C)C1CCCO1 (centres undefined)	-13%	-1%	1	-1%	-10%	-1%	-15%	0%	0%	-9%	-1%
43	CC(C)(C)C1=Nn2c(nnc2-c2ccccc2F)SC1	-6%	-8%	18	3%	-7%	-3%	0%	-2%	3%	13%	0%
44	CNC(=O)c1[nH]cnc1C(=O)Nc1cccc(OC)c1	7.1µM*	16%	-1	16%	-7%	17%	14µM*	17%	0%[2.3 µM]	?	10%
45	CN(C)C(=O)CN1C(=O)C2CC=C(Cl)CC2C1=O (centres undefined)	-24%	-7%	-2	0%	-3%	-1%	-12%	-2%	1%	8%	1%
